PKM2 activator – increases activity of human pyruvate kinase M2 | P14618 | AID 1631 | Potency, µM (doses to about 57.5 µM), without a hit: at the top dose activation, hits mostly activators | 260,000 tested, 0.34% active | purified PKM2, Kinase-Glo ATP luminescence, activation; response scale: 0% is enzyme alone, no compound; also: potency is read from the fitted curve at half-maximal effect; nearly all actives have a fitted effect of over 55% in size
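Purified hPK-M2 (>95%) run at intermediate activity with 0.1 mM ADP and 0.5 mM PEP in 50 mM imidazole pH 7.2, KCl, MgCl2; 1 h room temperature. ATP formed read by Kinase-Glo luminescence; normalized to uninhibited and no-enzyme controls.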
Giardia kill – kills Giardia lamblia; Giardia lamblia trophozoite viability; activity change, % at 7.66 µM, hits read low; 340,000 tested, 0.15% active; in the data active = activity change below about -80%; inconclusive = between about -30% and that limit;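 also: parasites exposed to compound for two days anaerobically before the ATP read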
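Media and compound were dispensed first, then trophozoites at 100 cells/well; plates sat 48 hrs at 37 deg C without oxygen before ATP luminescence reagent was added and read after 15-30 min at room temperature.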
KCNH2 3.1 inh – blocks the human KCNH2 3.1 channel isoform. activity change, % (tested at about 1.8 µM). 340,000 tested, 0.95% active. U2OS KCNH2 3.1, thallium flux FluxOr; hits give low values;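 active = maximum activity change below -70%; inconclusive = maximum activity change from -70% to -50%; inactive = maximum activity change above -50%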;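 also: thallium influx rate constant from kinetic fluorescence after stimulation buffer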
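Channel expression came from 3.1 mutant virus (1.77 x 10^8 /mL) applied to suspended U2OS cells for 4 h. Flux was tracked with FluxOr dye plus Red40 quencher, and kinetic rate constants normalized to controls.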
BCR signal inh – chronic active BCR signaling inhibition; ABC-DLBCL IkBa-CBG/CBR reporter, luminescence ratio, 4 h; Potency, µM (top dose mostly 46.1 µM), for the others: at the highest dose ratio change, negative = lower green/red ratio, actives largely listed as inhibitors; 340,000 tested, 0.05% active; active = well fitted inhibition curve with a large enough effect in the signal ratio, with a control signal flat, not every such curve was filed as active; inconclusive = small, poorly fitted or top-dose-only effect, or effect the other way, or a change in a side signal; the % refers to the signal ratio;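 also: potency is read from the fitted curve at half-maximal effect; plate controls were basal doxycycline-induced cells for no effect and cells given 10 µM MG132 for full effect; MG132 reads +100%, hits lower the ratio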
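Cell line TMD8 (human ABC DLBCL), stably expressing tet-inducible CBG68-IkBa fusion and CBR; IMDM/0.5% FBS; cpd up to 46 uM; dox induction, 4 h, 37C/5% CO2; dual luminescence; green/red ratio; MG132 control.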
GALK inh – galactokinase (human) inhibition | Purified GALK, Kinase-Glo residual ATP luminescence | Potency, µM (titrated, usually from 57.5 µM), without a hit: at the top dose activity change, negative = inhibition, usual class: inhibitors | 270,000 tested, 0.007% active | AID 1868; also: potency is read from the fitted curve at half-maximal effect
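Human GALK (5 nM) with 35 uM ATP and 100 uM galactose in 20 mM HEPES pH 8.0, 5 mM MgCl2, 60 mM NaCl, 1 mM DTT, 0.01% BSA. After 1 h at room temperature, leftover ATP was read by Kinase-Glo Plus luminescence.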
uPA surface inh – cell surface uPA generation inhibition; cell surface uPA generation assay, qHTS; Potency, µM (top dose mostly 38.3 µM), inactives show top-dose activity change, negative = inhibition, usual class: inhibitors; 330,000 tested, 0.31% active; active = well fitted inhibition curve with a large enough effect; inconclusive = small, poorly fitted or top-dose-only effect; inactive = no such curve, though single readings can be large or run the other way; tested in mouse RAW 264.7 cells; also: potency is read from the fitted curve at half-maximal effect; nearly all actives have a fitted effect of over 55% in size
USP2a block – blocks human ubiquitin-specific protease USP2a; USP2 core, Ub-CHOP2 coupled fluorogenic reporter, 485/531; Potency, µM (doses to about 38.3 µM), inactives show at the top dose activity change, negative = inhibition, most hits filed as inhibitors; 330,000 tested, 0.01% active;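 also: potency is read from the fitted curve at half-maximal effect; plate controls were DMSO wells for no effect and full inhibition by NEM control for full effect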
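USP2 core (10nM final) preincubated 30min RT with compound in 20mM Tris-HCl pH 8.0, 2mM CaCl2, 2mM beta-mercaptoethanol, 0.05% CHAPS; 25nM Ub-CHOP2 plus 25nM reporter substrate added, fluorescence (Ex485/Em531) read after 60min.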
hERG WT inh – inhibitors of human wildtype KCNH2 potassium channel; activity change, % at 1.84 µM; U2OS, BacMam KCNH2, thallium flux FluxOr; hits give low values; 340,000 tested, 0.37% active;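 active = maximum activity change below -70%; inconclusive = maximum activity change between -70% and -50%; inactive = maximum activity change above -50%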
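U2OS cells transduced with wild-type KCNH2 virus are loaded with FluxOr dye for 45 min, and thallium flux is measured in kinetic reads before and after stimulation buffer. Rate constants are normalized to DMSO controls.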
B2AR arrestin – beta2AR (human) beta-arrestin recruitment activity | AID 492947 | 330,000 tested, 0.02% active | P07550 | Potency, µM (doses to about 46.1 µM), for inactives: top-dose activation, actives largely listed as activators | beta-arrestin recruitment to beta2AR, cell-based reporter;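 also: potency is read from the fitted curve at half-maximal effect; 0% = DMSO controls and full agonism = EC100 isoproterenol or metaproterenol; nearly all actives have a fitted effect of over 65% in size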
Target sequence (P07550 whole entry, looked up): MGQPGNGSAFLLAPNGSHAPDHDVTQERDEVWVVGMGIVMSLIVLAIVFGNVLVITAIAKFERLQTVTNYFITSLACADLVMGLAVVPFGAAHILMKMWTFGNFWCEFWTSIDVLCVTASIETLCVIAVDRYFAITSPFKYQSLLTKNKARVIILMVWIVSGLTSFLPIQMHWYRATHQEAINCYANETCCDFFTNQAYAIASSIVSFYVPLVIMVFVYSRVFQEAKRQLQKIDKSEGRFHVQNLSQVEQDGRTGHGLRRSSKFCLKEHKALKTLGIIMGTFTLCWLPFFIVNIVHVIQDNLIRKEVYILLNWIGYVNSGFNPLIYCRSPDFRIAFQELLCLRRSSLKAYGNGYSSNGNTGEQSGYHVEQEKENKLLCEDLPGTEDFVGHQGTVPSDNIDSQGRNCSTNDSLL
Eya2 phos inh – Eya2 (human) phosphatase inhibition; O00167; recombinant Eya2, OMFP fluorescence dephosphorylation (OMFP is methylfluorescein phosphate); Potency, µM (titrated, usually from 76.9 µM), for the others: top-dose activity, negative = inhibition, hits mostly inhibitors; 330,000 tested, 0.006% active; also: potency is read from the fitted curve at half-maximal effect
Target sequence (O00167 whole entry, looked up): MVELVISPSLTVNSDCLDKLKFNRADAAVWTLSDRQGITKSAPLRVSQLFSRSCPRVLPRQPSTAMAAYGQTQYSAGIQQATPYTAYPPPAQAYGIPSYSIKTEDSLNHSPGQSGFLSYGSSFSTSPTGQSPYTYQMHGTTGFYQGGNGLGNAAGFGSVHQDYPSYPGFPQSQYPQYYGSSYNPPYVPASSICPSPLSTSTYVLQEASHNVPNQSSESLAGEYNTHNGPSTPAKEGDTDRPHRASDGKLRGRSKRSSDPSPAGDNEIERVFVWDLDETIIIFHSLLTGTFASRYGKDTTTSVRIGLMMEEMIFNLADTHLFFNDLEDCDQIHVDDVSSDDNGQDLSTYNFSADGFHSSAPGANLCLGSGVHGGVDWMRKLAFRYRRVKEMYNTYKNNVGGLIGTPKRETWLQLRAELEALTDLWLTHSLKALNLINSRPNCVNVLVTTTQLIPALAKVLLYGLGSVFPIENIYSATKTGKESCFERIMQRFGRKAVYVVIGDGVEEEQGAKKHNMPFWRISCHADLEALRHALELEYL
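Eya2 protein (added as 0.2 uM solution) was preincubated with compound for 10 min at ambient temperature in 50 mM HEPES pH 7.5, 50 mM NaCl, 5 uM MgCl2, 0.05% BSA, 1 mM DTT. OMFP (added at 50 uM) then reacted 10 min; fluorescence read at 485/525 nm.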
FBPA coupling cs – inhibits coupling enzyme system, counter-screen for aldolase hits | coupling enzyme system counterscreen, AmpLite Red fluorescence | activity change, negative = inhibition, % at 58.2 µM, hits read low | 290,000 tested, 0.67% active; in the data active = activity change below about -30%
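Final compound at 57.5 uM, incubated 10 min at RT with coupling enzyme reagent (glyceraldehyde-3-phosphate), then 20 min with substrate and AmpLite Red detection. Fluorescence read at 525/598 nm; tests interference with the coupling assay, not aldolase inhibition.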
Active calls of the source: *; i = inactive; ? = inconclusive; . = not tested or not shown; [ ] = remark or other dose. Unless noted, calls follow the shape of the dose curve; as a rule, active = well fitted curve in the direction sought with a large enough effect; inconclusive = small, poorly fitted or top-dose-only effect, or another doubt; inactive = no such curve, though single readings can be large; an effect the other way counts as inactive or inconclusive. Unless noted, % is scaled to controls: 0 for no effect and ±100 for the full control effect.

SMILES	PKM2 activator	Giardia kill	KCNH2 3.1 inh	BCR signal inh	GALK inh	uPA surface inh	USP2a block	hERG WT inh	B2AR arrestin	Eya2 phos inh	FBPA coupling cs
N#C/C(=C\c1ccc(-c2ccc(C(=O)O)cc2)o1)C(=O)Nc1ccc(F)cc1	-1%[11.5 µM]	8	19	?	5%	0%	5%	-7	-0.3%	-3%	5
CC1CCCN(C(=O)c2cn(-c3ccccc3)nc2-c2cccnc2)C1 (configuration not stated)	.	0	-1	-5%	.	-5%	3%	-39	-0.1%	19%	.
COc1ccc(CN2CCNC(=O)C2CC(=O)NC2CCCCC2)c(OC)c1 (configuration not stated)	-2%	8	.	6%	4%	2%	2%	17	-0.4%	5%	.
COc1ccc2sc(N3C(=O)C4CC=C(C)CC4C3=O)nc2c1 (configuration not stated)	-22%	-5	5	?	-5%	4%	4%	7	0.0%	11%	-1
Cc1cc(NC(=O)c2cc([N+](=O)[O-])ccc2Cl)no1	0%	1	17	?	-1%	-9%	2%	-1	-0.3%	5%	0
CC(C)NC(=O)Nc1ccc2c(c1)C(=O)N([C@H](C)CO)C[C@H](C)[C@@H](CN(C)C(=O)NC1CCCCC1)O2	.	0	-7	3%	.	6%	2%	2	0.1%	-15%	.
CCc1c(C(=O)NC2CCCC2)csc1C	2%	6	-2	?	1%	.	1%	-32	-0.4%	14%	6
Cc1cc(C)n2nc(CC(=O)NNC(=O)COc3ccccc3)nc2n1	.	7	13	?	-1%	3%	4%	10	0.3%	-1%	.
O=C1CCC(=O)N1c1nc2nc(-c3ccccc3)cc(=O)n2[nH]1	1%	28	-2	?	-4%	4%	0%	3	-1.1%	7%	0
Cc1cc(NC(=O)CSc2ccc(-c3ccc(F)cc3)nn2)no1	7.1µM*	1	8	-18%	5%	-1%	-1%	2	0.0%	4%	1
Cc1cccc(C)c1OCC(O)CNS(=O)(=O)c1ccccc1C(=O)N1CCOCC1 (configuration not stated)	0%	-1	8	?	-2%	-3%	2%	-3	-0.6%	-3%	4
O=[N+]([O-])c1ccccc1COc1ccc(Cl)c2cccnc12	.	-9	-4	-1%	0%	-4%	2%	24	-0.2%	-19%	1
O=C(NC(=S)NNS(=O)(=O)c1ccccc1)c1ccccc1[N+](=O)[O-]	-4%	1	-1	7%	0%	0%	-3%	4	-0.3%	-4%	-2
CC(OC(=O)c1cccs1)C(=O)NCc1ccco1 (configuration not stated)	1%	5	24	4%	9%	-1%	4%	0	-0.3%	1%	-2
CCc1nc(CN(C)C(=O)C2CCC(=O)N(CCc3cccc(F)c3)C2)no1 (configuration not stated)	-2%	-21	.	-3%	4%	1%	0%	6	-0.5%	6%	.
COC(=O)CN1C2(C#N)CCCCC2CC2CCCCC21C#N (configuration not stated)	5%	-9	-5	?	-4%	3%	1%	3	0.1%	-14%	-9
O=C(Nc1nc(COc2ccccc2)cs1)C1CCC1	3%	13	-6	?	0%	-5%	3%	-3	-0.3%	4%	1
CC1=NN(c2ccccc2)C(=O)/C1=C\c1cc(C)n(C)c1C	1%	-15	11	?	0%	10%	0%	-3	-0.6%	-16%	-1
CCN(CC)C(=O)CSC(Nc1ccc(F)cc1)=C(C#N)C#N	1%	2	-2	?	2%	3%	-1%	4	0.0%	7%	2
Cc1ccc(N2CCN(c3ccc(C)cc3)C2c2ccccn2)cc1	-3%	-25	-13	-7%	0%	-11%	1%	-12	-0.3%	-11%	-13
CCN(Cc1ccc2c(c1)OCO2)C(=O)CSc1nc(C)nc2sc(C)c(C)c12	.	-7	-15	-6%	.	2%	0%	-5	0.0%	16%	.
Cc1ccc(-c2c(C(=O)N/N=C/c3c[nH]c4ccccc34)nnn2-c2nonc2N)cc1	.	10	13	?	6%	-19%	-7%	8	0.4%	4%	-2
CN(CC(=O)Nc1ccc(F)cc1)C(=O)COC(=O)c1cc([N+](=O)[O-])ccc1N1CCOCC1	.	15	-38	?	.	-4%	-1%	10	0.1%	-19%	.
O=C(O)c1sc2cc(C(F)(F)F)cnc2c1-c1cccs1	2%	-2	20	0%	-1%	1%	4%	7	-0.1%	5%	-1
COc1cc(C)c(NC(=O)COc2ccc3c(c2)OCO3)cc1C	-9%	0	-13	2%	-3%	3%	-1%	-3	-0.7%	-1%	1

Next results.
SMILES	PKM2 activator	Giardia kill	KCNH2 3.1 inh	BCR signal inh	GALK inh	uPA surface inh	USP2a block	hERG WT inh	B2AR arrestin	Eya2 phos inh	FBPA coupling cs
CCOc1ccccc1NC1=C(Cl)C(=O)N(c2ccc(OC)cc2)C1=O	-6%	-7	2	?	-1%	-1%	-7%	-22	-1.3%	-6%	0
COCC(=O)N(Cc1cc2ccc(C)cc2[nH]c1=O)c1ccc(C)cc1C	4%	4	-9	1%	-1%	-1%	0%	1	-0.6%	?	0
N#Cc1ccccc1CSc1nc2ccc(NC(=O)c3ccccc3C(=O)O)cc2s1	1%	-13	?	?	-2%	-6%	3%	1	3.9%	11%	3
CN1CCN(C(=O)c2ccc(S(=O)(=O)c3ccc(Br)cc3)cc2)CC1	-9%	13	3	0%	4%	0%	2%	0	-1.1%	7%	1
COCCOC(=O)c1[nH]c2c(c1C)C(=O)CC(c1cc(OC)ccc1OC)C2 (configuration not stated)	0%	-12	0	0%	-1%	?	0%	-2	0.0%	1%	-1
CCc1cc(C(=O)OC)c(NC(=O)CC2Sc3ccc(C(F)(F)F)cc3NC2=O)s1 (configuration not stated)	-5%	-6	-21	11%	0%	-2%	5%	-4	-0.7%	17%	3
CSc1ccc(NC(=O)Nc2cccn(Cc3ccccc3)c2=O)cc1	10%	9	-12	?	0%	.	1%	12	0.1%	?	-1
Cc1cc(C(=O)Nc2c(C)n(C)n(-c3ccccc3)c2=O)on1	-17%	-7	-7	9%	3%	-5%	1%	-13	-0.1%	-10%	2
CCCS(=O)(=O)N1CCN=C1SCc1ccc(C)cc1	3%	11	2	1%	1%	-1%	1%	-28	0.1%	6%	1
Cc1cc(C)c2c(=O)c3c(oc2c1)C(=O)N(CCO)C3c1cccc(O)c1 (configuration not stated)	1%	-5	21	-8%	0%	2%	-1%	-15	3.4%	26%	-1
Cc1ccccc1NC(=O)NC1(C(=O)NCc2ccco2)CCCCC1	5%	34[activator]	-3	0%	11%	0%	1%	25	-0.5%	0%	1
COCc1cc(C)nc(OCC(=O)N/N=C/c2ccc(OC)c(O)c2)c1C#N	5%	-23	-6	?	1%	5%	4%	.	-0.6%	-2%	3
O=C(Nc1ccccc1C(=O)O)c1cc(S(=O)(=O)N2CCCCCC2)ccc1Cl	5%	-6	-7	9%	14%	3%	-1%	-13	-0.3%	3%	11
CC1(C(=O)OCC(=O)Nc2ccccc2Cl)CC1(Cl)Cl (configuration not stated)	-7%	2	0	?	13%	4%	0%	i	0.0%	?	-3
Nc1ccccc1Nc1ccc([N+](=O)[O-])cc1[N+](=O)[O-]	-8%	3	4	2%	.	-4%	-1%	-2	-0.3%	0%	-8
CC(=O)N1CCCc2cc(S(=O)(=O)N3CCc4ccccc4C3)ccc21	-4%	-1	-7	-4%	0%	-1%	2%	3	-0.1%	-3%	0
Cc1ccc(-c2nc(CS(=O)(=O)CC(=O)N3CC(C)CC(C)C3)c(C)o2)cc1 (configuration not stated)	2%	6	13	8%	1%	-4%	-1%	-5	0.5%	-10%	0
CCc1cc(Cn2nc(C(=O)O)cc2-c2ccccc2)on1	.	9	0	?	.	1%	0%	3	0.3%	-16%	.
CC(Sc1nc2ncc(Cl)cc2[nH]1)C(=O)c1c(N)n(C)c(=O)n(C)c1=O (configuration not stated)	.	-20	-6	2%	.	18%	1%	2	0.0%	-14%	.
Cc1[nH]c(=O)[nH]c(=O)c1/C=N\NC(=O)CCc1ccc(OC(C)C)cc1	-5%	.	.	2%	7%	.	1%	.	-0.1%	11%	-2
COc1ccc(NS(=O)(=O)c2ccc(Oc3ncccn3)cc2)cc1	2%	-7	1	1%	8%	5%	0%	4	-0.4%	-14%	1
COc1cc(/C=N\NC(=O)c2sc(N)nc2C)cc(OC)c1OC	-15%	0	23	?	-2%	0%	3%	-13	-0.7%	-14%	0
Cc1cc(Cl)c2oc(C(=O)N(C)Cc3nccn3C)c(C)c2c1	0%	31[activator]	20	13%	.	-12%	0%	6	0.1%	-7%	2

In the list so far, these have a CF3 group:
SMILES	PKM2 activator	Giardia kill	KCNH2 3.1 inh	BCR signal inh	GALK inh	uPA surface inh	USP2a block	hERG WT inh	B2AR arrestin	Eya2 phos inh	FBPA coupling cs
O=C(O)c1sc2cc(C(F)(F)F)cnc2c1-c1cccs1	2%	-2	20	0%	-1%	1%	4%	7	-0.1%	5%	-1
CCc1cc(C(=O)OC)c(NC(=O)CC2Sc3ccc(C(F)(F)F)cc3NC2=O)s1 (configuration not stated)	-5%	-6	-21	11%	0%	-2%	5%	-4	-0.7%	17%	3

Screening results: PubChem, National Center for Advancing Translational Sciences (NCATS)
